KKLEB cytotox = counter-screen for CF NF-kB inhibitors: cytotoxicity; actives 0.36% (n = 360,000); activity change (cytotoxicity), % at 5 µM; KKLEB CF airway cells viability, ATPlite luminescence, overnight; stronger effect = lower value; cells stimulated with P. aeruginosa culture filtrate;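 active means corrected activity change at or below -50% at 5 µM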
iPSC survival up = increases survival of single human iPS cells; survival enhancement, % at 20 µM; actives 0.044% (n = 360,000); hiPSC single-cell survival, ATPlite luminescence; 100% = ROCK inhibitor wells, 0% = DMSO; in the data active means survival enhancement above about 18%;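 further: cells exposed to compounds for 16 hours before the ATP read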
HIF-2a block = HIF-2a inhibition; 786-0 RCC cells HIF-2a reporter, luciferase luminescence, overnight; inhibition, % at 18.8 µM; actives 0.72% (n = 360,000);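 active means inhibition of the luminescence signal of 40% or more relative to plate controls, in a single-dose primary screen at 18.75 µM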
Peg3 promoter = Peg3 promoter activity inhibition. actives 1.7% (n = 360,000). HeLa PEG-Prom luciferase reporter, luminescence, overnight. AID 588405. inhibition, % at 20 µM;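 active means inhibition of at least 50% at 20 µM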
NR2E3 ag-1 = activates human NR2E3 receptor | AID 602229 | Q9Y5X4 | actives 0.35% (n = 360,000) | CHO-S Gal4-NCOR/VP16-NR2E3 two-hybrid, luciferase | inhibition of corepressor binding, % at 3.98 µM;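 active means inhibition above the mean of all tested compounds plus 3 SD, cut at about 70% in these data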;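 further: 0% = DMSO with NR2E3 transfected cells and 100% = cells lacking NR2E3 construct; higher means lower luciferase signal from less NR2E3 corepressor binding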
Target sequence (Q9Y5X4 whole entry, looked up, the tested form may be a part): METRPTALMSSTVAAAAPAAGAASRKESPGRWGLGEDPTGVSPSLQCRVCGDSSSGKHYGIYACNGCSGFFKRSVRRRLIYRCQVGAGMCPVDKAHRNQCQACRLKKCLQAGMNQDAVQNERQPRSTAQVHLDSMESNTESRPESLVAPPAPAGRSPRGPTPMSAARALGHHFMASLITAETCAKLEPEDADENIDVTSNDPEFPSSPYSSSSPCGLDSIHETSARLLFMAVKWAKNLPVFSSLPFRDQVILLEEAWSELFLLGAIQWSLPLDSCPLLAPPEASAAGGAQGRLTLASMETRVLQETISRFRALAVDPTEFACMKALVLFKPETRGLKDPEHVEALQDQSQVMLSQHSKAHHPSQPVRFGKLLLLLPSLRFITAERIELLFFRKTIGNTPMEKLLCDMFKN
EBV LMP1 NFkB = reduces LMP1-driven NF-kappaB luciferase signal; inhibition, % at 12.5 µM; actives 0.69% (n = 350,000); LMP1-induced NF-kappaB luciferase reporter cells, luminescence; in the data active means inhibition above about 41%;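 further: 0% = neutral control wells and 100% = reference inhibitor control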
C8 TRAIL sens = caspase-8 TRAIL sensitization. NB7+C8 cells + TRAIL, ATPlite viability luminescence. inhibition (viability loss, TRAIL sensitization), % at 10 µM. actives 1% (n = 360,000). AID 624354;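 active means compounds causing at least 50% loss of cell viability in the single-dose screen, relative to plate controls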
CF NFkB block = blocks PAF-induced NF-kB reporter in cystic fibrosis cells; actives 0.86% (n = 360,000); AID 588850; KKLEB NF-kB-GFP reporter, GFP fluorescence overnight; inhibition, % at 5 µM;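 active means at least 50% inhibition at 5 µM, scaled per plate between neutral and stimulator controls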;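 further: PAF is a Pseudomonas aeruginosa culture filtrate used as stimulus; plate controls were PAF-stimulated DMSO wells for no effect and unstimulated DMSO wells for full effect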
NR2E3 ag-2 = activates human photoreceptor nuclear receptor NR2E3; Q9Y5X4; GST-NR2E3/biotin-RetCOR TR-FRET, 1536-well; inhibition of corepressor binding, % at 4.78 µM; actives 0.12% (n = 320,000); AID 2300;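 active means percent inhibition above the cutoff of mean plus 3 SD of all tested compounds, set per screening campaign, cut at about 20% in these data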;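 further: 0% = DMSO wells and 100% = biotin wells as full block of FRET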
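Assay system: NR2E3–RetCOR corepressor complex. Quantity: 1.35 nM GST-NR2E3. Buffer or medium: pH 7.5 Tris-based buffer. Reagent: biotinylated RetCOR corepressor at 7 nM final. Schedule: 5 h at 4 °C. Detection: TR-FRET, emission read at 617 and 671 nm. Replicates: one well per compound, singlicate testing.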
TRPM1 prom inh = MITF TRPM1 promoter inhibition in SK-MEL-5 cells | SK-MEL-5 TRPM1 promoter luciferase, 24 h | inhibition, % at 12.5 µM | AID 488899 | actives 0.83% (n = 330,000);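 active means mean inhibition across replicates of 60% or more, whatever share of single replicates reaches that level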; further: values of inactives mirror those of a sister screen read the other way
Shn3 3UTR inh = Schnurri-3 reporter inhibition in Clone20 osteoblasts; actives 0.52% (n = 360,000); Clone20 osteoblast Shn3 3'UTR firefly luciferase, 24 h; inhibition, % at 12.5 µM;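 active means mean inhibition of at least 75% with every replicate also reaching 75%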;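 further: 0% = median of neutral control wells and 100% = pilot-screen positive control compound; some compounds past the cut are filed as inactive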
Numbers without * were called inactive; . = no result given. An excerpt; the hit share may differ from the screen's.

SMILES	KKLEB cytotox	iPSC survival up	HIF-2a block	Peg3 promoter	NR2E3 ag-1	EBV LMP1 NFkB	C8 TRAIL sens	CF NFkB block	NR2E3 ag-2	TRPM1 prom inh	Shn3 3UTR inh
COc1cc(C(=O)NC2CCN(C)CC2)ccc1Nc1ncc2c(n1)N(C1CCC(O)CC1)CCC(=O)N2C (configuration not stated)	0	-3.4	8	-3	-16	1	-7	3	.	-4	-8
COc1ccc(-c2c(C)oc3c(CN4CCOCC4)c(O)ccc3c2=O)cc1	6	0.9	0	7	6	3	-4	-12	5	5	4
C(=N\n1cnnc1)/c1cn(Cc2ccccc2)c2ccccc12	-6	-0.7	24	48	2	5	-18	-5	1	23	14
Cc1cccc(N2CCN(C(=O)c3ccc(CS(=O)Cc4cccc(Cl)c4)o3)CC2)c1C (configuration not stated)	-3	-0.4	13	12	20	8	-15	-4	6	-3	4
CC1CN(S(=O)(=O)Cc2ccccc2)CC(C)O1 (configuration not stated)	-6	-0.9	10	-3	19	-12	-13	-7	3	7	6
Cc1ccc(-c2cc(C(=O)NC3CCCC3)no2)cc1	3	-0.5	-272	-353	-165	-25	1	3	1	-125	-113
Cc1oc(-c2ccccc2F)nc1CS(=O)CC(=O)NCc1ccccn1 (configuration not stated)	7	-0.3	-1	-7	-2	-4	-3	9	0	5	-17
COc1cc2c(cc1OC)CN(C(=O)c1cccc(S(=O)(=O)N3CCc4ccccc43)c1)CC2	-7	0.2	5	21	-6	11	18	32	2	36	19
COc1ccccc1NC(=O)COC(=O)C1CCCC1	3	0.2	6	-9	-4	-3	0	-10	.	-4	-5
CCCC(c1nnnn1CC1CCCO1)N1CCN(c2ccccc2)CC1 (configuration not stated)	8	0.3	19	7	-17	-4	-10	-16	2	-23	1
O=C(CCC(=O)N(CC(=O)NC1CCCC1)C1CCCC1)Nc1ccccn1	5	-2.1	13	17	5	-1	0	-8	-1	-3	-19
Cc1ccccc1-n1nc2c(c1NC(=O)c1ccc(Br)o1)CSC2	4	0.5	-11	12	11	-6	-10	14	2	-4	7
COc1ccc(N2CCN(C(=O)CSc3nnc(-c4cccnc4)n3-c3ccccc3)CC2)cc1	4	-0.5	7	7	-2	2	-1	-17	6	4	5
Cc1ccc(S(=O)(=O)N2CCC(NC(=O)C3CCCCC3)CC2)cc1	4	0.0	2	13	6	-1	-7	5	1	10	-1
Cc1ccc(NC(=O)CSC2=C(C#N)C(c3ccco3)CC(=O)N2)cc1 (configuration not stated)	-7	-2.6	-146	-132	-35	-10	4	1	9	-39	-14
Cc1cccc(N2C(=O)C3C4C=CC(C4)C3C2=O)c1 (configuration not stated)	6	-1.0	3	0	-16	1	-6	-1	-7	8	-33
CC(C)CNC(=O)N[C@@H](CC(C)C)C(=O)O	-7	1.5	13	0	-10	-19	-6	-14	4	-1	-31
COc1cccc(C(C)(O)c2nc(-c3ccc(OC)nc3)cs2)c1 (configuration not stated)	-1	8.8	0	-8	12	.	3	1	.	.	1
CCCCCCSC1=C(C#N)C(c2ccccc2)CC(=O)N1 (configuration not stated)	7	0.3	26	2	-15	4	12	7	2	4	1
CCc1ccc(CN(C)C(=O)CCc2nnc(CCc3cccc(OC)c3)o2)nc1	-1	1.2	12	16	9	0	3	15	1	7	3
O=C(/C=C/c1cccc(Cl)c1)c1nc2ccccc2[nH]1	-1	-6.2	6	35	3	20	0	-2	-3	33	32
COc1ccc(CC2CCOC2=O)cc1 (configuration not stated)	10	-0.9	10	18	-24	12	7	-11	0	-19	7
COc1cccc(OC)c1C(=O)Nn1c(C2CCC2)nc2ccccc2c1=O	6	0.2	-1	11	7	4	16	9	5	6	5
COc1cc(C(=O)OCc2ccc([N+](=O)[O-])cc2)cc(OC)c1OC	5	-0.1	11	12	5	0	0	-19	-2	1	12
O=C(NCc1cccs1)C1CCC(=O)N1C1CCCCC1 (configuration not stated)	9	-1.2	2	8	-1	-6	-7	-5	2	2	11
COc1ccc(C(=O)NN/C(C)=C/C(=O)c2ccccc2)cc1	-25	1.2	1	3	-58	1	6	2	3	0	-5
O=C(O)c1ccc(CNC(=O)C23CC4CC(CC(C4)C2)C3)cc1	13	-0.5	24	3	-26	1	-10	-4	-3	-1	8
C=CC[N+](C)(C)c1ccc(CCC(=O)CCc2ccc([N+](C)(C)CC=C)cc2)cc1	-18	-1.6	3	0	-26	-15	0	10	3	14	-2
Cc1cc(CN(C)C)c(O)c(C2(C)CCCCC2)c1	3	4.3	16	11	6	2	-11	14	1	0	24
COCCn1c(SCC(=O)Nc2cccnc2Cl)nc2ccccc2c1=O	10	-0.5	14	8	-6	2	-4	-4	4	10	-9
C=CCN=C1SC(C)(C)C(=O)N1S(=O)(=O)c1ccc(C)cc1	-4	0.5	12	2	-23	-2	-1	-3	2	-5	-17
Cc1nnc(NC(=O)CC(CN(C)S(=O)(=O)c2ccccc2)c2ccccc2)s1 (configuration not stated)	10	-2.3	-3	-1	1	3	-21	-3	-2	.	-6
O=C1NC(=O)C(c2ccccc2)(c2ccccn2)N1 (configuration not stated)	-1	-2.0	14	-2	-3	0	-9	21	.	3	-14
O=C(NC1CCS(=O)(=O)C1)c1cccc(S(=O)(=O)N2CCCC2)c1 (configuration not stated)	5	1.6	13	2	-11	-6	1	-6	3	-6	7
COc1ccc(CCNC(=O)c2ccco2)cc1OC	-8	0.1	-10	11	-17	-9	-5	26	-1	8	-10
CC1CN(Cc2ccccc2)c2nc3c(c(=O)n(CC(N)=O)c(=O)n3C)n2C1 (configuration not stated)	-1	-0.5	11	1	6	7	-7	-16	-2	7	13
COc1cc(-c2nnc(SCC(=O)N(C)C3CCS(=O)(=O)C3)o2)cc(OC)c1OC (configuration not stated)	-7	0.0	11	7	10	3	-5	12	2	4	3
CC(=O)Nc1sc2c(c1CN1CCN(c3ccc(F)cc3)CC1)CCCC2	-2	-2.2	23	9	-13	8	10	-2	2	2	36
CCOC(=O)C1(Cc2cccc(OC)c2)CCCN(Cc2c(C)nn(C(C)C)c2C)C1 (configuration not stated)	-5	4.1	13	3	13	1	-3	15	1	1	0
CCOC(=O)C1CCN(c2nc3ccccc3nc2C(C#N)C(=O)OC(C)C)CC1 (configuration not stated)	-20	-0.8	18	26	4	5	14	26	2	5	.
COc1ncnc2c1NC(=O)CS2	-3	0.3	7	18	-5	82*	7	12	-1	3	-21
COc1cc(C2C(C#N)=C(C)NC3=C2C(=O)CC(C)(C)C3)ccc1OCCO (configuration not stated)	-18	0.7	23	12	-7	-7	-2	14	-1	13	6
CCOc1ccc(NC(=O)CN(C)C(=O)c2cccc(S(=O)(=O)N3CCN(C)CC3)c2)cc1OCC	-7	0.0	8	-4	7	-1	-8	28	.	-4	-19
CCC(Sc1nncn1C)C(=O)Nc1nnc(-c2ccccc2Cl)s1 (configuration not stated)	-8	-1.0	-69	-56	-60	-2	-5	2	0	-5	-11
COc1ccc(C2N(c3ccccc3)C(=O)C2(F)F)cc1OC (configuration not stated)	-6	-0.3	16	15	-8	-11	2	20	1	-3	1
C=CCOc1c(OC)cc(Cl)cc1C1NC(=O)NC(C)=C1C(C)=O (configuration not stated)	4	-1.5	19	20	-18	7	4	5	0	10	0
CC(OC(=O)[C@H](C)NC(=O)c1ccccc1Cl)C(=O)NCc1ccc2c(c1)OCO2 (some centres not stated)	0	-0.3	8	-12	-7	-2	-13	2	1	-8	-9
NC(=O)c1cc([N+](=O)[O-])c(Cl)cc1NCc1ccccn1	8	-3.5	-28	-2	-15	4	25	-8	0	3	29
Cn1nc(C(=O)OCC(=O)Nc2sccc2C(N)=O)c2ccccc2c1=O	-10	0.2	12	12	-17	4	-24	5	1	5	-4
O=C(Nc1ccccc1)c1cc(C2COCCN2C(=O)CCCc2ccccc2)on1 (configuration not stated)	-8	-2.3	0	19	-9	.	-11	1	.	.	16
Cc1cc(=O)[nH]c(SCc2nnnn2-c2ccc(Cl)cc2)n1	6	2.4	-4	9	9	1	-9	-24	-1	1	4
CS(=O)(=O)N(CC(=O)Nc1cccc(Cl)c1)c1ccccc1Cl	3	-0.2	23	6	-17	-5	-2	14	-3	1	-8
COc1ccc(/C=C/C(=O)OCC(=O)Nc2c(C)cccc2C)cc1	9	0.6	-1	-2	-27	-17	-1	-12	0	-10	-4
Cc1ccc(CN(CC(=O)NCc2ccc3c(c2)OCO3)C(=O)c2csnn2)cc1	7	1.7	10	-22	5	0	5	-4	2	-8	-11
Cc1cc(=O)oc2c(CN3CCCC3)c(O)ccc12	4	-0.5	13	4	-19	4	-4	-7	4	-2	5
O=c1[nH]c(=O)n(Cc2ccccc2)c2nc(-c3ccc(C(F)(F)F)cc3)n(CCO)c12	16	-0.1	25	12	-19	3	-26	-10	-3	-2	17
Cc1cccc(CN2C(=O)/C(=C\c3ccc(C(=O)NCCCN4CCN(C)CC4)cc3)Oc3ccccc32)c1	-28	-0.4	3	87*	-28	-1	43	5	0	94*	12
O=c1oc2ccccc2c2c1ncn2CCN1CCOCC1	-3	9.3	13	-9	-7	-11	3	5	0	3	-12
COc1ccc(/C=N/NC(=S)NC2CCS(=O)(=O)C2)cc1 (configuration not stated)	6	-0.8	13	13	-16	3	-7	-4	-2	-10	0
N/C(=N\OC(=O)CCCCCN1C(=O)c2ccccc2C1=O)c1ccccc1	2	5.5	-110	-57	4	3	-15	-5	0	-32	-28
CN(C(=O)COC(=O)c1c[nH]c(=O)[nH]c1=O)C1CCCCC1	-2	2.1	8	8	-10	-27	2	10	-3	7	-7
O=C(CCN1C(=O)C2CC=CCC2C1=O)Nc1ccccc1Cl (configuration not stated)	22	0.0	6	1	1	0	5	-18	-1	4	-21
COc1cccc(C(=O)Nc2ccc3c(c2)n(C)c(=O)n3C)c1	0	-0.3	-22	-19	-12	-1	5	-40	-4	-20	-10

Complete entries from above.
Profile of N/C(=N\OC(=O)CCCCCN1C(=O)c2ccccc2C1=O)c1ccccc1 : KKLEB cytotox: 2; iPSC survival up: 5.5; HIF-2a block: -110; Peg3 promoter: -57; NR2E3 ag-1: 4; EBV LMP1 NFkB: 3; C8 TRAIL sens: -15; CF NFkB block: -5; NR2E3 ag-2: 0; TRPM1 prom inh: -32; Shn3 3UTR inh: -28
Profile of CN(C(=O)COC(=O)c1c[nH]c(=O)[nH]c1=O)C1CCCCC1 : KKLEB cytotox: -2; iPSC survival up: 2.1; HIF-2a block: 8; Peg3 promoter: 8; NR2E3 ag-1: -10; EBV LMP1 NFkB: -27; C8 TRAIL sens: 2; CF NFkB block: 10; NR2E3 ag-2: -3; TRPM1 prom inh: 7; Shn3 3UTR inh: -7

Source: PubChem (several laboratories)
